FXIIa inh: inhibitors of human coagulation factor XIIa; P00748; purified FXIIa, Boc-QGR-AMC fluorogenic substrate, 2 h; inhibition, % at 5 µM; 220,000 compounds, 0.3% hits; AID 800; in the data active = inhibition above about 40%;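 also: 0% = enzyme with no compound and 100% = blank without enzyme; many of its hits are not listed in these tables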
Target sequence (P00748 20-372 limits assumed): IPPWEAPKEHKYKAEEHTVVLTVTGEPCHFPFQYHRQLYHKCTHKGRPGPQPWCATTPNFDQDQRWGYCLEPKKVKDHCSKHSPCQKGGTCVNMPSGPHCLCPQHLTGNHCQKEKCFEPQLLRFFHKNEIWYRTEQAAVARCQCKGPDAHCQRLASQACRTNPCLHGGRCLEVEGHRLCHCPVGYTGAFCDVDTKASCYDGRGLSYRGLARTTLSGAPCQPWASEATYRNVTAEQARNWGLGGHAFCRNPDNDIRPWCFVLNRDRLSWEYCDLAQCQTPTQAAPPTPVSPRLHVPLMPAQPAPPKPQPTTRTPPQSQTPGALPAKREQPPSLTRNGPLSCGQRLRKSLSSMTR
Target sequence (P00748 373-615 limits assumed): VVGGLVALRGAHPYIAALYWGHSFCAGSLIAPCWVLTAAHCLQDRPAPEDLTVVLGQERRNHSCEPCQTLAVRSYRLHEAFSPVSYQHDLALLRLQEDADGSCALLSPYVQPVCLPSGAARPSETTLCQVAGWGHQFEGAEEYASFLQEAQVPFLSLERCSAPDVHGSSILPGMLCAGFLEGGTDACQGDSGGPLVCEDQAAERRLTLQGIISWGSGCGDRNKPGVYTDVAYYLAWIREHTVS
TNF necrop inh: TNF-alpha cell death inhibition in Jurkat FADD-/- cells. Jurkat FADD-/- TNF necroptosis rescue, ATP luminescence, 24 h; 0 = TNF only, 100 = no-TNF cells. activation (protection from cell death), % at 10 µM. 220,000 compounds, 0.068% hits. AID 463075;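 active = activation, meaning protection from cell death, of at least 50% relative to plate controls; inactive = activation below 50%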;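 also: necroptosis triggered by 40 ng/mL TNF-alpha added together with compound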
FXIa inh 1536: inhibitors of human coagulation factor XIa. P03951. purified FXIa, Boc-Glu-Ala-Arg-AMC fluorogenic substrate. inhibition, % at 5 µM. 220,000 compounds, 0.14% hits;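 active = inhibition of at least 40%; inactive = inhibition below 40%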;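 also: fluorescence of freed AMC excited at 355 nm; 0% = enzyme without compound and 100% = no enzyme blank; many of its hits are not listed in these tables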
zVAD death inh: L929 zVAD cell death inhibition; viability rescue, % at 10 µM; 220,000 compounds, 0.38% hits; L929 zVAD necroptosis rescue, ATP luminescence, 24 h; with zVAD 60 µM;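 active = activation, scaled between plate controls, above about 75%, limit read from the data; inactive = activation under that limit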;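 also: 0% = zVAD with DMSO and 100% = DMSO alone without zVAD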
CHOP inhibitor: CHOP inhibition in unfolded protein response; CHO-K1 CHOP-promoter luciferase, tunicamycin-induced, 15-18 h; inhibition, % at 10 µM; 220,000 compounds, 3.8% hits; AID 2732;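 active = compounds that reduced the stress-induced luciferase reporter signal by more than about 70% of percent inhibition, limit read from the data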;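 also: 0% = tunicamycin plus vehicle and 100% = wells without tunicamycin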
Tb hexokinase: blocks Trypanosoma brucei hexokinase 1 activity. recombinant TbHK1, G6PDH-coupled NADH A340. AID 1430. inhibition, % at 10 µM. 220,000 compounds, 0.11% hits;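 active = inhibition of 50% or more in the single-dose primary screen; inactive = inhibition below 50%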
PPC-1+TRAIL kill: PPC-1 cancer cell killing with TRAIL present; PPC-1 cells + TRAIL, ATPLite viability luminescence; cell killing (% activity), % at 4 µM; 220,000 compounds, 0.41% hits; AID 1443;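 active = cell killing above 50% in the first pass at 4 µM, then a duplicate retest at 5 µM averaging 50% or more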;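 also: plate controls were cells with TRAIL plus DMSO for no effect and medium-only wells lacking cells for full effect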
PGE2 EP2 inh: blocks the human prostaglandin E2 receptor EP2; 260,000 compounds, 0.52% hits; inhibition, % at 25 µM; AID 1422; P43116; C6 glioma cells expressing human EP2, cAMP TR-FRET; cells stimulated with saturating PGE2;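 active = percent inhibition above 40 after rounding to a whole number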;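 also: rat C6 glioma host cells with rolipram phosphodiesterase inhibitor present; the protocol text gives 20 µM as final concentration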
Target sequence (P43116 whole entry, looked up): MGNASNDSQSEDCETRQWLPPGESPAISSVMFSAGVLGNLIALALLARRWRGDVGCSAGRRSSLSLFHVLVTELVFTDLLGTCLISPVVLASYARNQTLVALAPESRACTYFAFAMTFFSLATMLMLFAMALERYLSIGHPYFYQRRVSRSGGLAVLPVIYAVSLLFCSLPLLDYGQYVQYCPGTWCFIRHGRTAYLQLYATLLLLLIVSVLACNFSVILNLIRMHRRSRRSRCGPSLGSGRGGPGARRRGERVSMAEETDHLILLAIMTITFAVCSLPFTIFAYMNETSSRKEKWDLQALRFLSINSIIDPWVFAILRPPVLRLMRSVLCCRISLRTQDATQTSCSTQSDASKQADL
Wee1 degr inh: inhibitors of human Wee1 degradation; P30291; HeLa Luc-Wee1K328M stability, luciferase luminescence; 100% = proteasome inhibitor MG132 effect; reporter increase, % at 5 µM; 220,000 compounds, 1.2% hits; AID 1321;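 active = activation above the mean of all tested compounds plus 3 SD, set per screening run, cut at about 8.8% in these data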;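 also: cells exposed to compound for 20 h before luminescence read; 0% = DMSO alone and 100% = MG132 at 30 µM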
* hit, by the source's call; . = not tested or not shown; & = joins results of further samples; ! = a repeat was not active. These rows are one share of the data; the hit share may differ from the screen's.

SMILES	FXIIa inh	TNF necrop inh	FXIa inh 1536	zVAD death inh	CHOP inhibitor	Tb hexokinase	PPC-1+TRAIL kill	PGE2 EP2 inh	Wee1 degr inh
O=C(O)c1ccc(CSc2nc(-c3ccc(Cl)cc3)cc(C(F)(F)F)n2)cc1	6	-2.1	-3	-0.3	67	9	13	6	-3
CN(Cc1cn(C)nc1-c1ccccc1F)C1CCOC1 (stereo not given)	9	0.0	3	5.7	33	-7	6	1	-2
Cc1csc2cc(-c3cccc([N+](=O)[O-])c3)c(-c3cccc([N+](=O)[O-])c3)c[n+]12	12	2.0	2	0.8	40	-53	-7	8	1
CCC(=O)Oc1ccc(C2N(C(=O)CC)CCN2S(=O)(=O)c2ccc(C)cc2)cc1OC (stereo not given)	10	0.3	-4	2.6	3	-3	4	9	-2
COc1ccccc1C(=O)NCC(=O)NC1CCCc2ccccc21 (stereo not given)	6	-1.2	-3	3.8	4	-6	31	14	1
Fc1ccc(CSc2ncnc3sc4c(c23)CCCC4)cc1	17	-3.2	1	0.3	24	9	13	6	-1
CN(C)c1ccc(Sc2nnc(NC(=O)Nc3ccc(Cl)cc3Cl)s2)cc1	15	1.5	19	0.5	100*	-5	7	7	7
COCCCN1CN=C(Nc2nc3ccccc3o2)NC1	10	1.2	0	5.0	-7	3	-2	0	-1
CC1CCN(C(C(=O)Nc2ccc3c(c2)OCO3)c2ccccc2)CC1 (stereo not given)	8	0.3	4	-0.1	68	-1	-7	9	.
COc1ccc(-n2c(N)c(C(=O)NCc3ccco3)c3nc4ccccc4nc32)cc1OC	7	-3.0	4	.	104*	-9	4	11	1
CC1CN(C2=N/C(=C/c3ccc4c(c3)OCO4)C(=O)N2)CC(C)O1 (stereo not given)	6	3.9	2	0.2	15	-35	11	1	3
Cc1cc(S(=O)(=O)NC2CCCC2)ccc1F	19	-0.4	4	0.4	2	-8	13	8	-2
C=CCNC(=S)NNC(=O)COc1ccc(Cl)cc1Cl	0	-0.4	-2	0.5	6	-2	-6	6	0
O=C(COC(=O)COc1cccc2ccccc12)NCC(F)(F)F	6	1.4	-8	2.2	3	2	15	5	-3
O=C(Nc1ccccc1Cl)c1cccs1	-7	-4.0	7	0.3	-12	-1	-3	10	-1
O=C(NCc1ccco1)c1c(F)c(F)c(F)c(C(=O)NCc2ccco2)c1F	4	-1.4	-2	0.1	-6	4	12	8	4
Oc1[nH]c2ccc(Br)cc2c1N=Nc1nn[nH]n1	12	0.8	6	0.5	-5	-36	10	12	-3
O=C(O)/C=C/C(=O)Nc1ccc(SC(F)(F)C(F)(F)C(F)(F)F)cc1	8	-0.1	-3	7.8	23	-1	22	-2	2
COc1ccc(CNC(C)(C)C)cc1Cl	9	-0.4	-3	-0.1	-8	-3	-6	6	0
CC(=O)Cc1cc2cc([N+](=O)[O-])ccc2oc1=O	7	1.3	0	1.0	2	-5	-7	4	0

4 compounds out of the list, arranged by heavy-atom count, largest number first.
SMILES	FXIIa inh	TNF necrop inh	FXIa inh 1536	zVAD death inh	CHOP inhibitor	Tb hexokinase	PPC-1+TRAIL kill	PGE2 EP2 inh	Wee1 degr inh
COc1ccc(-n2c(N)c(C(=O)NCc3ccco3)c3nc4ccccc4nc32)cc1OC	7	-3.0	4	.	104*	-9	4	11	1
COc1ccccc1C(=O)NCC(=O)NC1CCCc2ccccc21 (stereo not given)	6	-1.2	-3	3.8	4	-6	31	14	1
Cc1cc(S(=O)(=O)NC2CCCC2)ccc1F	19	-0.4	4	0.4	2	-8	13	8	-2
O=C(Nc1ccccc1Cl)c1cccs1	-7	-4.0	7	0.3	-12	-1	-3	10	-1

The listing picks up with the three entries that preceded the break.
SMILES	FXIIa inh	TNF necrop inh	FXIa inh 1536	zVAD death inh	CHOP inhibitor	Tb hexokinase	PPC-1+TRAIL kill	PGE2 EP2 inh	Wee1 degr inh
O=C(O)/C=C/C(=O)Nc1ccc(SC(F)(F)C(F)(F)C(F)(F)F)cc1	8	-0.1	-3	7.8	23	-1	22	-2	2
COc1ccc(CNC(C)(C)C)cc1Cl	9	-0.4	-3	-0.1	-8	-3	-6	6	0
CC(=O)Cc1cc2cc([N+](=O)[O-])ccc2oc1=O	7	1.3	0	1.0	2	-5	-7	4	0
O=C(O)c1cc(N=Nc2c(O)ccc3ccccc23)cc(C(=O)O)c1	6	-1.1	2	0.6	9	-3	18	8	-4
O=C(NCC1CCCO1)c1ccccc1-c1nc(-c2ccccc2Cl)no1 (stereo not given)	9	-3.8	4	0.5	-1	8	22	9	-1
NC(=O)Cc1ccc(C(=O)c2ccc(F)cc2)s1	7	1.3	-3	0.3	27	-4	2	6	-1
CCOC(=O)c1cc(C)sc1NC(=O)c1ccc(Cl)s1	8	1.2	-3	-0.4	55	29	32	7	-2
CCOC(=O)CP(=O)(c1ccccc1)c1ccccc1	9	0.2	7	1.1	-26	-10	23	6	1
CSc1sc(C(=O)NNC(C)=O)c2c1C1(CCC2)SCCS1	1	-2.3	-9	0.4	13	-47	6	15	5
COc1ccc(C(=O)NCC(=O)Nc2ccc(F)cc2)cc1OC	6	1.8	18	0.2	-16	-5	6	3	-1
N/C(Cc1ccc([N+](=O)[O-])cc1)=N\OC(=O)COc1ccc2ccccc2c1	-5	-1.8	-1	0.3	-29	5	-6	3	-3
CCOc1ccc(Br)cc1-c1noc(-c2cccs2)n1	11	1.6	-5	0.0	25	6	8	7	-1
COCCCNC(=O)CC(NCCCOC)C(=O)O (stereo not given)	2	1.3	-6	.	4	-7	-5	7	2
CCc1ccc(NC(=O)N[C@H](C(=O)O)C(C)CC)cc1 (stereo not given in full)	5	0.5	-1	1.9	-5	11	2	2	3
COc1ccc(N2CCN(C(=O)Cc3coc4cc(C)ccc34)CC2)cc1	5	0.9	-7	2.4	10	-5	0	6	3
COc1ccc(CNC(=O)CN2C(=O)NC3(CCCCCC3)C2=O)cc1OC	3	0.8	-4	1.4	17	-4	31	0	1
Cc1[nH]c2ccccc2c1C(=O)COC(=O)C1CC(=O)N(Cc2ccco2)C1 (stereo not given)	-5	-0.3	4	0.0	20	5	1	16	-1
FC(F)Sc1ccc(-n2c(-c3ccc(Cl)cc3)c[n+]3c2CCC3)cc1	3	0.0	-2	-0.2	6	-2	18	3	-3
CCCC(=O)O[C@@H]1C[C@@H](C)N(C(=O)c2ccccc2)c2ccc(C)cc21	10	-1.0	-1	-0.3	20	-12	6	10	-2
Cc1oc2ccc(OCC(N)=O)cc2c1C(=O)OC(C)C	-2	-0.1	-3	0.5	7	-1	4	5	-2
CC1(C)NC(=O)N(CC(=O)Nc2cc(S(=O)(=O)N3CCOCC3)ccc2N2CCOCC2)C1=O	-4	0.0	1	0.2	-13	-8	33	2	-4
CC(C)CNC(CC(=O)O)c1ccccc1 (stereo not given)	11	-0.6	3	0.6	-1	0	0	3	9.6*
O=c1c2ccccc2nc(/C=C/c2ccc3c(c2)OCO3)n1CCCO	4	-4.9	0	-0.9	-14	-16	21	3	5

Quoted at random: 2 compounds from above.
SMILES	FXIIa inh	TNF necrop inh	FXIa inh 1536	zVAD death inh	CHOP inhibitor	Tb hexokinase	PPC-1+TRAIL kill	PGE2 EP2 inh	Wee1 degr inh
COc1ccc(N2CCN(C(=O)Cc3coc4cc(C)ccc34)CC2)cc1	5	0.9	-7	2.4	10	-5	0	6	3
COCCCNC(=O)CC(NCCCOC)C(=O)O (stereo not given)	2	1.3	-6	.	4	-7	-5	7	2

(cont.)
SMILES	FXIIa inh	TNF necrop inh	FXIa inh 1536	zVAD death inh	CHOP inhibitor	Tb hexokinase	PPC-1+TRAIL kill	PGE2 EP2 inh	Wee1 degr inh
CC1CCN(CCCCOc2ccc([N+](=O)[O-])cc2)CC1	10	-0.5	-2	-0.4	23	-4	7	.	0
O=C(NCCc1csc(-c2cccnc2)n1)c1ccc(Br)o1	7	-1.3	-1	3.4	7	3	2	8	-1
NC(=O)c1cc2cc(Cc3ccccc3Cl)ccc2oc1=O	6	0.8	0	4.2	28	-3	7	-2	-1
CC(C)CN1C(=O)CC(Sc2ccccc2C(=O)O)C1=O (stereo not given)	9	0.1	-20	0.5	8	-5	-3	8	0
CCOC(=O)N1CCN(S(=O)(=O)c2ccc(C(=O)Nc3nc4c(s3)CC(C)CC4)cc2)CC1 (stereo not given)	22	-1.2	17	-0.1	93*	-1	16	.	-2
CC(=O)c1c(N2CCN(C)CC2)nc(=S)n(-c2cc(C)ccc2C)c1C	7	1.0	-6	0.9	12	-18	13	7	-1
Cc1nn(C)cc1CNC(=O)C1C2CCC(C2)C1C(=O)O (stereo not given)	5	0.3	-3	0.1	-3	3	14	4	-1
CC(CC(=O)Nc1ccccc1)n1ccnc1 (stereo not given)	4	0.5	-12	-1.9	11	4	22	6	-2
CN1C(=O)CC(N2CCN(CC(=O)N3CCCC3)CC2)C1=O (stereo not given)	7	-3.1	-2	0.2	22	-2	-20	11	-1
CCOC(=O)c1c(-c2ccc(C)o2)csc1NC(=S)NC(=O)c1ccc(F)cc1	4	0.6	1	0.6	-8	-5	19	2	0
CCn1cc(C(=O)NCC(=O)OC)c2cc(OC)c(OC)cc2c1=O	14	1.5	12	0.0	3	-8	-6	4	-4
Cc1cc(=O)[nH]c(-n2[nH]c3c(c2=O)CCCC3)n1	17	-3.8	3	-0.2	-25	1	41	8	-2
Cc1ccc(CNC(=O)CCCn2c(=O)[nH]c3ccccc3c2=O)cc1	-1	-2.9	-4	-0.1	-9	4	7	9	2
c1cnc2c(c1)ccc1cccnc12	9&10	-10.0&-15	-1&9	56&46	74*!	13&15	5&24	9&8&17&16	2&3
CCOC(=O)CNc1ccc(C(=O)OCC)cc1[N+](=O)[O-]	4	0.9	1	0.0	19	-3	5	7	0
O=C(CCNC(=O)Cn1ccc2ccccc2c1=O)NCCC1=CCCCC1	11	-0.3	-1	1.9	10	-7	40	-1	-6
CC1S/C(=N/N=C2CCCCC2)NC1=O (stereo not given)	16	1.3	8	0.3	-48	2	4	3	2
O=S(=O)(c1ccc2c(c1)OCCO2)N1CCC(c2nc3ccccc3s2)CC1	17	-3.7	1	0.1	-14	4	-1	9	2
Cc1cc(C(=O)CSc2nnc(-c3cccnc3)n2-c2ccccc2)c(C)n1CC1CCCO1 (stereo not given)	8	-0.8	3	0.3	-23	-16	22	5	0
COc1ccc([N+](=O)[O-])cc1NC(=O)CN(C)S(=O)(=O)c1ccccc1	8	-0.9	-3	2.6	17	-10	6	10	4

Ordered by the number under Tb hexokinase (low to high): 3 from the list above
Compound,FXIIa inh,FXIa inh 1536,CHOP inhibitor,Tb hexokinase,Wee1 degr inh
COc1ccc([N+](=O)[O-])cc1NC(=O)CN(C)S(=O)(=O)c1ccccc1,8,-3,17,-10,4
CN1C(=O)CC(N2CCN(CC(=O)N3CCCC3)CC2)C1=O (stereo not given),7,-2,22,-2,-1
Cc1ccc(CNC(=O)CCCn2c(=O)[nH]c3ccccc3c2=O)cc1,-1,-4,-9,4,2

The results go on.
SMILES	FXIIa inh	TNF necrop inh	FXIa inh 1536	zVAD death inh	CHOP inhibitor	Tb hexokinase	PPC-1+TRAIL kill	PGE2 EP2 inh	Wee1 degr inh
COc1ccc(/C=N/n2cc(-c3ccccc3)nc2N)cc1	6	1.2	10	1.6	-29	-13	-2	8	-2
CC(C)(C)c1ccc(C(=O)Nc2nonc2-c2nc3ccccc3[nH]2)cc1	5	-1.4	2	-0.3	-27	0	28	4	-1
CCN(CC(=O)NC1CCS(=O)(=O)C1)Cc1nc2c(Br)cc(Br)cc2c(=O)[nH]1 (stereo not given)	11	0.3	-1	0.2	7	-4	22	12	-3
CCOC(=O)c1cc(-c2ccccc2)n(CC(=O)N2CCCC2)c1C	9	-3.1	7	-0.5	2	4	16	.	-4
Cc1ccc(C(=O)N/N=C\c2c(C)nn(-c3ccccc3)c2Cl)cn1	10	1.9	10	-0.2	7	-6	3	2	0
